TSHR antag: antagonists of human thyroid stimulating hormone receptor; P16473; TSHR-expressing cells, TSH-stimulated cAMP HTRF, 2 h; stronger effect = lower value; activity change, negative = inhibition, % at 11.5 µM; 0.2% of 330,000 active;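 active means activity change below a set negative limit, meaning inhibition stronger than a set level, cut at about -70% in these data; inconclusive means activity change between two set negative limits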; further: on the % scale 0 is the no-effect control and ±100 the full control effect
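TSHR-expressing cells were treated with compounds, then stimulated with TSH at EC80 (4nM final) for 2 hours at 37 deg C. Cellular cAMP was measured by HTRF competition between lysate cAMP and cAMP-d2 for a cryptate-labelled anti-cAMP antibody.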
S-ASM inh: blocks human secretory acid sphingomyelinase. 0.006% of 340,000 active. Potency, µM (doses to about 57.5 µM), inactives show at the highest dose activity change, negative = inhibition, hits mostly inhibitors. placental ASM, HMU-PC fluorogenic substrate, 60 min. P17405; further: potency means the concentration at half of the fitted maximal effect
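Fluorogenic HMU-PC substrate (9 uM final) is turned over by placental ASM in 60 min at 37 C after a 10 min compound preincubation. Reaction ended by alkaline stop (pH 10), with fluorescence read at 386/447 nm.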
Menin-MLL TR inh: displaces Texas Red mutant MLL peptide from human menin; Potency, µM (doses to about 61.6 µM), for the others: top-dose FP activity change, negative = inhibition, actives largely listed as inhibitors; AID 1768; 0.23% of 270,000 active; Menin + Texas Red MLL mutant peptide, fluorescence polarization; active means well fitted inhibition curve with a large enough effect in the polarisation, with a control signal flat, not every such curve was filed as active; inconclusive means small, poorly fitted or top-dose-only effect, or effect the other way, or a change in a side signal; inactive means no such curve, though single readings can be large or run the other way; the % refers to the polarisation; further: potency means the concentration at half of the fitted maximal effect; % of control where 0% means no effect; many of its hits are not listed in these tables
MBNL1-CUG inh: blocks human MBNL1 binding to CUG repeat RNA. TR-FRET MBNL1-His/biotin-(CUG)12 binding, 665/545 ratio. Potency, µM (titrated, usually from 57.5 µM), for the others: at the top dose activity change, negative = inhibition, actives largely listed as inhibitors. 0.036% of 280,000 active; active means well fitted inhibition curve with a large enough effect in the signal ratio, with a control signal flat, not every such curve was filed as active; inconclusive means small, poorly fitted or top-dose-only effect, or effect the other way, or a change in a side signal; inactive means no such curve, though single readings can be large or run the other way; the % refers to the signal ratio; further: potency means the concentration at half of the fitted maximal effect; on the % scale 0 is the no-effect control and ±100 the full control effect
Target sequence (Q9NR56 whole entry, looked up): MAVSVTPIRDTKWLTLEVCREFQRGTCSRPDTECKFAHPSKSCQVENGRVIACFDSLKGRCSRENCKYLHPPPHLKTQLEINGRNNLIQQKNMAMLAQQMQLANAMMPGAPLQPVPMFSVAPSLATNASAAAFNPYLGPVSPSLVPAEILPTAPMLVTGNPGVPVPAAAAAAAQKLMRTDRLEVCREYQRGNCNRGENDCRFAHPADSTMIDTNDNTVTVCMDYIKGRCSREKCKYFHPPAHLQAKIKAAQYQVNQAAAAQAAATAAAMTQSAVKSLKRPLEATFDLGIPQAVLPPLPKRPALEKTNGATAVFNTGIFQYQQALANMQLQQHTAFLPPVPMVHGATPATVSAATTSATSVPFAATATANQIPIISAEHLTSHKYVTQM
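TR-FRET readout: Ex 340 nm, 665/545 nm emission ratio, normalized to buffer-only (basal) and MBNL1-(CUG)12 controls. Complex of MBNL1-His with Biotin-(CUG)12, compounds 92 nM–58 uM, incubated 60 min at room temperature.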
GALK inhibitor: galactokinase (human) inhibition. P51570. Purified GALK, Kinase-Glo residual ATP luminescence. Potency, µM (titrated, usually from 57.5 µM), for the others: top-dose activity change, negative = inhibition, usual class: inhibitors. 0.007% of 270,000 active. AID 1868; further: potency means the concentration at half of the fitted maximal effect; on the % scale 0 is the no-effect control and ±100 the full control effect
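Luminescence from leftover ATP (Ultra-Glo luciferase/luciferin) served as read-out after a 1 h room-temperature reaction of 5 nM GALK with 35 uM ATP and 100 uM galactose.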
USP2a inh: inhibitors of human ubiquitin-specific protease USP2a. Potency, µM (titrated, usually from 38.3 µM), inactives show top-dose activity change, negative = inhibition, usual class: inhibitors. O75604. 0.01% of 330,000 active. USP2 core, Ub-CHOP2 coupled fluorogenic reporter, 485/531;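 further: potency means the concentration at half of the fitted maximal effect; plate controls were DMSO wells for no effect and full inhibition by NEM control for full effect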
Target sequence (O75604 whole entry, looked up): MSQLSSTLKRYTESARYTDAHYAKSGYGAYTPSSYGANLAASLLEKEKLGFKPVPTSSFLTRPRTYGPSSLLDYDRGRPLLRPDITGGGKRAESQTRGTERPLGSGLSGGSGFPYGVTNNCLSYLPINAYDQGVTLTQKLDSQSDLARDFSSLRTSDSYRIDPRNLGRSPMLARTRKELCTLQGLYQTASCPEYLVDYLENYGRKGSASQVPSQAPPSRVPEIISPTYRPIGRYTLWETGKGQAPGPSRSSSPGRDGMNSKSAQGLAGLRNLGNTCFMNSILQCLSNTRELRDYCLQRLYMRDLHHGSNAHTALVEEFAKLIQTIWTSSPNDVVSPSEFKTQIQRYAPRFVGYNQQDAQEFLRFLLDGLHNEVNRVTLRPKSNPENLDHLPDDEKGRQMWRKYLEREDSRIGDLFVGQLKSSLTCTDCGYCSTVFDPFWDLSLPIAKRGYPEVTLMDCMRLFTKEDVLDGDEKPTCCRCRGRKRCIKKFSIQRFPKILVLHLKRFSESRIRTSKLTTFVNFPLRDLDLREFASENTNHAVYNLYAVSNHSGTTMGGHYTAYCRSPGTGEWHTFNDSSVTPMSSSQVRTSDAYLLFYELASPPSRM
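Cell-free coupled assay: 10nM USP2 core preincubated 30min RT with compound in Tris-HCl pH 8.0/CaCl2/CHAPS buffer, then 25nM Ub-CHOP2 and 25nM reporter substrate; fluorescence (Ex 485/Em 531) read after 60min RT, normalized to NEM inhibition, concentration-response curves fitted.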
Mito fusion act: blocks mitochondrial division or promotes mitochondrial fusion | S. cerevisiae fusion-defective mutant growth rescue, CellTiterGlo 48 h | Potency, µM (top dose mostly 46.1 µM), inactives show at the highest dose growth rescue (activation), most hits filed as activators | 0.23% of 320,000 active | AID 485298;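 further: potency means the concentration at half of the fitted maximal effect; % of control where 0% means no effect; nearly all actives have a fitted effect of over 45% in size; temperature-sensitive fusion mutants such as fzo1-1 at 37 °C on non-fermentable ethanol glycerol medium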
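Read-out: ATP-based luminescence (CellTiterGlo, 10 min ambient) reporting growth of fusion-defective ts yeast after 48 hours at 37C on glycerol/ethanol YPEG medium in the presence of compound.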
Eya2 phos inh: Eya2 (human) phosphatase inhibition; O00167; recombinant Eya2, OMFP fluorescence dephosphorylation (OMFP is methylfluorescein phosphate); Potency, µM (highest dose often 76.9 µM), for inactives: at the highest dose activity, negative = inhibition, usual class: inhibitors; 0.006% of 330,000 active; AID 488837; further: potency means the concentration at half of the fitted maximal effect; on the % scale 0 is the no-effect control and ±100 the full control effect
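Eya2 (0.2 uM) preincubated 10 min at ambient with compound, then OMFP substrate added at 50 uM; 10 min reaction in 50 mM HEPES pH 7.5, 50 mM NaCl, 5 uM MgCl2, 0.05% BSA, 1 mM DTT. Fluorescence read at Ex 485/Em 525 nm.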
PKM2 act: PKM2 (human) enzyme activation; P14618; purified PKM2, Kinase-Glo ATP luminescence, activation; response scale: 0% is enzyme alone, no compound; Potency, µM (top dose mostly 57.5 µM), for inactives: at the top dose activation, hits mostly activators; 0.34% of 260,000 active; AID 1631; further: potency means the concentration at half of the fitted maximal effect; on the % scale 0 is the no-effect control and ±100 the full control effect; nearly all actives have a fitted effect of over 55% in size
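ATP formation by purified human PK-M2, quantified via coupled luciferase luminescence after 1 h at room temperature with 0.1 mM ADP and 0.5 mM PEP final.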
hERG WT inh: inhibitors of human wildtype KCNH2 potassium channel. Q12809. U2OS, BacMam KCNH2, thallium flux FluxOr; stronger effect = lower value. activity change, % at 1.84 µM. 0.37% of 340,000 active;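 active means maximum activity change below -70%; inconclusive means maximum activity change between -70% and -50%; inactive means maximum activity change above -50%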; further: on the % scale 0 is the no-effect control and ±100 the full control effect
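U2OS cells were transduced with wild-type KCNH2 virus (2.03 x 10^8 / mL) for 4 h at room temperature, then cultured overnight at 37 C. Thallium flux was read with FluxOr dye. Rate constants were normalized to DMSO controls.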
Chronic BCR inh: blocks chronic active B-cell receptor signaling | ABC-DLBCL IkBa-CBG/CBR reporter, luminescence ratio, 4 h | Potency, µM (titrated, usually from 46.1 µM), inactives show at the top dose ratio change, negative = lower green/red ratio, actives largely listed as inhibitors | 0.05% of 340,000 active; active means well fitted inhibition curve with a large enough effect in the signal ratio, with a control signal flat, not every such curve was filed as active; inconclusive means small, poorly fitted or top-dose-only effect, or effect the other way, or a change in a side signal; the % refers to the signal ratio;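 further: potency means the concentration at half of the fitted maximal effect; plate controls were basal doxycycline-induced cells for no effect and cells given 10 µM MG132 for full effect; MG132 reads +100%, hits lower the ratio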
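Cell line TMD8 (human ABC DLBCL), stably expressing tet-inducible CBG68-IkBa fusion and CBR; IMDM/0.5% FBS; cpd up to 46 uM; dox induction, 4 h, 37C/5% CO2; dual luminescence; green/red ratio; MG132 control.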
* hit, by the source's call; ? = inconclusive; · = not tested or not shown; [ ] = remark or other dose. Unless noted, the call rests on the fitted dose curve; in most records, active means well fitted curve in the direction sought with a large enough effect; inconclusive means small, poorly fitted or top-dose-only effect, or another doubt; inactive means no such curve, though single readings can be large; an effect the other way counts as inactive or inconclusive.

#	canonical_smiles	TSHR antag	S-ASM inh	Menin-MLL TR inh	MBNL1-CUG inh	GALK inhibitor	USP2a inh	Mito fusion act	Eya2 phos inh	PKM2 act	hERG WT inh	Chronic BCR inh
1	Cc1cc(C)cc(NC(=S)N(C)C)c1	7	-2%	·	·	0%	-4%	-3%	-10%	-5%	-16	-27%
2	CC1CCN(C(=O)c2cc3c(ccc4ccccc43)o2)CC1	-12	-2%	·	5%	-5%	-2%	0%	-9%	·	-16	?
3	CN(C)C(=O)COC(=O)/C=C/c1cn(-c2ccccc2)nc1-c1cccs1	-7	35%	?	?	8%	2%	4%	-13%	0%	-6	0%
4	C=CCOc1ccc(Br)cc1/C=C1\NC(=S)N(C(C)=O)C1=O	-32	48%[activator]	3%	9%	-2%	-2%	-4%	-4%	0%	-14	6%
5	COc1cc2c(cc1OC)CN(C(=O)c1cccc(S(=O)(=O)N(C)C)c1)CC2	13	0%	·	9%	-2%	-2%	3%	-7%	1%	2	-2%
6	CCOc1ccccc1C(=O)NC1CCN(Cc2ccccc2)CC1	13	-1%	-9%	-2%	3%	0%	1%	-6%	11%	22	5%
7	COCc1c(C(=O)Nc2ccc3nc(N4CCOCC4)sc3c2)oc2ccccc12	-20	-5%	·	·	·	-7%	12%	-2%	·	-4	?
8	CCn1c(=O)n(CC)c2cc(S(=O)(=O)N3CCOCC3)ccc21	7	3%	11%	-6%	0%	2%	-1%	-3%	-4%	-9	0%
9	COc1cc2c(c(OC)c1OC)-c1ccc(NC(=O)c3ccc(F)cc3)c(=O)cc1[C@@H](NC(C)=O)CC2	-19	?	54%[activator]	?	·	-19%	-9%	-20%	·	4	?
10	COc1ccccc1NC(=O)CSc1nnnn1C1CCCCC1	6	3%	·	-3%	4%	2%	6%	-23%	·	0	-3%
11	COCCCNc1nc2nonc2nc1N1CCN(C2CCCC2)CC1	4	-1%	5%	6%	1%	2%	4%	12%	4%	3	23%
12	O=C(CN1C(=O)c2ccccc2C1=O)N1CCN(S(=O)(=O)c2ccccc2)CC1	4	1%	·	?	-4%	1%	2%	-4%	0%	-2	1%
13	Cn1ncc2c(Nc3ccc(-c4ccccc4)cc3)ncnc21	1	-2%	?	-3%	0%	-1%	11%	-18%	-4%	-18	?
14	Cc1[nH]c2ccccc2c1C(=O)C(=O)NCc1ccco1	6	-1%	2%	-3%	1%	-1%	-4%	7%	-2%	1	6%
15	O=C(CSc1ncccn1)NCc1ccc(F)cc1	-3	3%	-1%	4%	2%	3%	-9%	1%	-3%	-5	4%
16	O=C(Nc1nnc(-c2ccco2)o1)c1ccc([N+](=O)[O-])s1	-6	-2%	?	?	7%	2%	0%	-4%	3%	-4	?
17	COc1cccc2sc(N3CCN(C(=O)c4ccc([N+](=O)[O-])o4)CC3)nc12	-2	0%	·	·	·	-1%	1%	3%	·	22	?
18	Cc1ccc(-c2nnc(NC(=O)c3ccc([N+](=O)[O-])o3)o2)c(C)c1	17	·	·	·	·	1%	1%	-4%	·	-4	-6%
19	O=c1[nH]c(N/N=C\c2ccc3c(c2)OCO3)nc2ccccc12	4	103%[activator]	10%	?	3%	0%	-6%	3%	-14%	3	?
20	Cc1cccc(CS(=O)(=O)c2ncc(CO)n2C)c1	13	2%	-18%	-9%	-2%	0%	-9%	8%	·	-7	1%
21	Cc1ccc(-n2nc3c(c2NC(=O)C2CC2)CS(=O)(=O)C3)cc1C	0	3%	·	-4%	4%	-1%	-2%	1%	1%	0	7%
22	Cc1c(C(=O)N2CCN(c3ccc(F)cc3)CC2)oc2c1C(=O)CCC2	-8	1%	·	3%	9%	-8%	14%	8%	·	14	-13%
23	COc1ccc(C(=O)NCCc2nnc(SCC(=O)Nc3ccc(Br)cc3)n2C)cc1	2	0%	1%	-5%	0%	2%	0%	-8%	-3%	-15	3%
24	CCc1ccccc1OCCCCCNCCO	2	0%	2%	6%	1%	0%	-3%	-1%	1%	-3	2%

5 records drawn at random from the list so far:
#	canonical_smiles	TSHR antag	S-ASM inh	Menin-MLL TR inh	MBNL1-CUG inh	GALK inhibitor	USP2a inh	Mito fusion act	Eya2 phos inh	PKM2 act	hERG WT inh	Chronic BCR inh
20	Cc1cccc(CS(=O)(=O)c2ncc(CO)n2C)c1	13	2%	-18%	-9%	-2%	0%	-9%	8%	·	-7	1%
17	COc1cccc2sc(N3CCN(C(=O)c4ccc([N+](=O)[O-])o4)CC3)nc12	-2	0%	·	·	·	-1%	1%	3%	·	22	?
15	O=C(CSc1ncccn1)NCc1ccc(F)cc1	-3	3%	-1%	4%	2%	3%	-9%	1%	-3%	-5	4%
22	Cc1c(C(=O)N2CCN(c3ccc(F)cc3)CC2)oc2c1C(=O)CCC2	-8	1%	·	3%	9%	-8%	14%	8%	·	14	-13%
16	O=C(Nc1nnc(-c2ccco2)o1)c1ccc([N+](=O)[O-])s1	-6	-2%	?	?	7%	2%	0%	-4%	3%	-4	?

The listing continues.
#	canonical_smiles	TSHR antag	S-ASM inh	Menin-MLL TR inh	MBNL1-CUG inh	GALK inhibitor	USP2a inh	Mito fusion act	Eya2 phos inh	PKM2 act	hERG WT inh	Chronic BCR inh
25	CC(=O)C(Cc1ccccc1)NC(=O)COC(=O)CCN1C(=O)C2CC=CCC2C1=O (stereo not drawn)	1	6%	·	·	·	-1%	2%	15%	·	8	-1%
26	O=S(=O)(NCCc1cn2ccccc2n1)c1ccc2c(c1)CCCC2	1	-2%	2%	2%	·	2%	-9%	11%	-1%	-4	5%
27	Cc1c(C(=O)NC(C)c2ccc(-n3ccnc3)cc2)cccc1[N+](=O)[O-] (stereo not drawn)	-1	-2%	·	-1%	1%	-1%	-2%	9%	4%	11	-2%
28	C=CCN(CC=C)CCCOc1ccc(C)cc1OC	-5	5%	-18%	1%	-2%	0%	-3%	2%	-4%	4	2%
29	CCOC(=O)c1sc(NC(=O)c2cc(-c3ccccc3C)nc3ccccc23)c(C#N)c1C	-40	?	?	-4%	-3%	-1%	1%	1%	3%	-6	?
30	CC(C)CN(C(=O)COC(=O)C12CC3CC(CC(C3)C1)C2)c1c(N)n(Cc2ccccc2)c(=O)[nH]c1=O	43	12%	·	·	·	1%	-4%	-9%	·	-36	?
31	O=C(Nc1nn[nH]n1)c1cccc(Oc2ccccc2)c1	-1	-2%	17%	-3%	0%	2%	-4%	10%	-4%	1	15%
32	CCOC(=O)C1CCN(C(=O)CCCCn2c(=O)[nH]c3ccccc3c2=O)CC1	-3	-1%	7%	-10%	-3%	-4%	-3%	-10%	-2%	5	-26%
33	O=C(C[C@H]1C/C=C\C[C@@H](Cc2ccc(F)cc2)C(=O)OC[C@@H](Cc2c[nH]c3ccccc23)NC1=O)NCCO	4	-4%	·	·	·	0%	·	28%	·	15	5%
34	CC(C)CC(=O)N1CCN(S(=O)(=O)c2ccc(F)cc2)CC1	6	3%	1%	1%	-1%	-1%	4%	12%	14%	7	?
35	COCCNC(=O)CN(C(=O)Cn1nnc2ccccc21)c1ccccc1	-8	2%	3%	-9%	2%	4%	-2%	-10%[15.4 µM]	-3%	9	1%
36	CCN(CC(=O)Nc1c(F)cccc1F)C(=O)c1cccnc1Sc1ccccc1	7	0%	·	·	·	2%	-5%	13%	·	-3	0%
37	Cc1cc(/C=C(\C#N)C(=O)NC2CCCCCC2)c(C)n1C	3	16%	-9%	?	·	4%	6%	34%	-14%	-1	?
38	CCCCOc1ccc(C2(C)NC(=O)N(C)C2=O)cc1 (stereo not drawn)	-19	3%	-13%	-2%	0%	1%	2%	9%	0%	0	0%

These rows are one share of the data; rates above refer to the full screens.
